Screening results as filed in PubChem.
Tat transport – blocks Tat-dependent protein export in E. coli. E. coli MC4100 TorA-mCherry Tat export, fluorescence. inhibition, % at 10 µM. AID 488895. 340,000 tested, 0.036% active;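 active means mean replicate inhibition at least 50% and at least half of replicates individually reaching 50%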;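 further: exported cargo escapes ClpAP degradation while cytoplasmic cargo is degraded and loses fluorescence; 0% = median of neutral control wells and 100% = median of NaSCN control wells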
cardiac RTF act – cardiac RTF calcium sensitization; activation, % at 7.2 µM; IANBD-labeled TnC RTF fluorescence at EC20 calcium; 0% EC20 calcium, 100% full calcium; AID 493008; 340,000 tested, 0.24% active; P19429+P45379;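 active means activation above the mean over all tested compounds plus 3 SD, cut at about 30% in these data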;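 further: rise in fluorescence read as greater calcium sensitivity of cardiac thin filaments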
CDK5 inh – inhibitors of human CDK5/p35 kinase | Q00535+Q15078 | Recombinant CDK5/p35, ADP-Glo luminescence, 60 min | inhibition, % at 10 µM | 330,000 tested, 0.01% active;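 active means highest replicate inhibition of at least 50% and at least 75% of replicates reaching 50%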;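 further: plate controls were DMSO neutral control for no effect and GW8510 at 10 µM for full effect; many of its hits are not listed in these tables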
Target sequence (Q00535 whole entry, looked up): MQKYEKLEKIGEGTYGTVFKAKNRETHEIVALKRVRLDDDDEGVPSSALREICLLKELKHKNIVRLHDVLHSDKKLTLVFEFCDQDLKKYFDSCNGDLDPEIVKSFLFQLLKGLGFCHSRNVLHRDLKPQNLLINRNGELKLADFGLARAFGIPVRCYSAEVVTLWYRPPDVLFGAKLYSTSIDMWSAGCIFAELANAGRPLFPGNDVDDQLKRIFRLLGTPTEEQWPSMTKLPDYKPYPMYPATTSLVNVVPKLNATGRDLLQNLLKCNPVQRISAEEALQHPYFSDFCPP
Target sequence (Q15078 whole entry, looked up): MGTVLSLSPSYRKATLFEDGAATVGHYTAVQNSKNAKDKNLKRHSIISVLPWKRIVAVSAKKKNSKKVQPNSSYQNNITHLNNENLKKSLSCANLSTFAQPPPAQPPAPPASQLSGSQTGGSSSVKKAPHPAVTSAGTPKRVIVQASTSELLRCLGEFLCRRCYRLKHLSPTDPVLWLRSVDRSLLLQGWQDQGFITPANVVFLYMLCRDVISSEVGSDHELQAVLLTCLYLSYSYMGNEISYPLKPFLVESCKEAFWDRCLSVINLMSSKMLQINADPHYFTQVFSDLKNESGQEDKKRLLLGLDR
Rtt109 Vps75 – blocks Candida albicans Rtt109/Vps75 acetyltransferase activity; Q5AAJ8; purified Rtt109/Vps75, ThioGlo CoA-SH fluorescence, 4 h; inhibition, % at 34.9 µM; 330,000 tested, 0.16% active; AID 540336;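 active means inhibition of at least 50% in every replicate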
MITF TRPM1 HTS – increases MITF-driven TRPM1 promoter luciferase signal. SK-MEL-5 TRPM1-promoter luciferase, 24 h; % of positive control, neutral wells = 0. activation, % at 12.5 µM. 300,000 tested, 0.75% active. AID 588334;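 active means mean activation of at least 80% with every replicate also reaching 80%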;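 further: 0% = neutral control wells and 100% = parthenolide positive control wells; values of inactives mirror those of a sister screen read the other way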
CAL PDZ FP-1 – CAL PDZ (human) peptide binding inhibition; Q9HD26; 300,000 tested, 0.92% active; purified CAL PDZ, TMR-peptide fluorescence polarization, 1 h; AID 602252; inhibition, % at 24.9 µM;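 active means mean inhibition of at least 30% with at least half of replicates also reaching 30%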;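 further: 0% = DMSO neutral control and 100% = excess unlabeled competitor peptide PRC23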
CAL PDZ FP-2 – blocks peptide binding to human CAL PDZ domain. Q9HD26. purified CAL PDZ, TMR-peptide fluorescence polarization, 1 h. inhibition, % at 20 µM. 330,000 tested, 0.02% active. AID 504414;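 active means highest replicate inhibition of at least 40%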;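 further: plate controls were DMSO neutral control wells for no effect and unlabeled competitor peptide control wells for full effect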
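Control set: unlabelled peptide and DMSO controls / Material: purified CerCALP PDZ construct / Timing: 1 h incubation at room temperature before polarization reading / Doses: 20 µM, one dose / Detection: fluorescence polarization (mP)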
dFosB act – mouse delta FosB homodimer activation | P13346 | purified delta FosB, TAMRA-CDK5 oligo fluorescence polarization; percent of positive-control signal above neutral wells | activation, % at 25 µM | 340,000 tested, 0.99% active;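 active means mean activation above about 17%, with every replicate also reaching it, limit read from the data, passing the limit was not always enough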;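 further: fluorescence polarization rise as delta FosB binds a TAMRA Cdk5 AP-1 oligo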
Target sequence (P13346 whole entry, looked up): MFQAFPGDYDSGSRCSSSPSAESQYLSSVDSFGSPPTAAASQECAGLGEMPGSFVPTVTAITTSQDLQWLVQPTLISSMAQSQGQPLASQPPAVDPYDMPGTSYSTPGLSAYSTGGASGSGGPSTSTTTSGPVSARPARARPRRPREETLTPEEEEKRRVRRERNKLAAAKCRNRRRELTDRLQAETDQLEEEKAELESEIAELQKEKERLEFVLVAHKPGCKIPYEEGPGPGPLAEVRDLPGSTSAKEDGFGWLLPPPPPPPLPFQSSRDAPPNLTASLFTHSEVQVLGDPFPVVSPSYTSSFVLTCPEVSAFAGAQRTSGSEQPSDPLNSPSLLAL
V-ATPase pHluor – yeast V-ATPase proton transport regulation by pHLuorin. 350,000 tested, 0.37% active. response, % at 10 µM. S. cerevisiae, pHLuorin cytosolic pH fluorescence; in the data active means response mostly above about 7.3%, no sharp cut-off; inactive means mostly below about 5.4%; further: actives read high; inactives centre near 0; some compounds called inactive have numbers as strong as hits
Wnt act – activators of Wnt/beta-catenin signaling. activation, % at 9.35 µM. Wnt/beta-catenin reporter cell assay, activator, plate reader. 300,000 tested, 1.2% active; in the data active means activation above about 30%, passing the limit was not always enough;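 further: 0% = neutral control wells and 100% = positive control wells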
Numbers without * were called inactive; . = no result given; & = joins results of further samples.

SMILES | Tat transport | cardiac RTF act | CDK5 inh | Rtt109 Vps75 | MITF TRPM1 HTS | CAL PDZ FP-1 | CAL PDZ FP-2 | dFosB act | V-ATPase pHluor | Wnt act
COc1cc2ccccc2cc1C(=O)Nc1cc(C)ccn1 | -1 | -4 | 0.8 | -2 | 31 | 4 | -2.4 | -39 | 2 | 26
CCC/C=C1/CCCOC(C(=O)NCc2ccccc2)(C(F)(F)F)C1 (stereo not given) | 3 | -7 | 0.3 | 0 | 4 | -4 | -0.1 | -4 | -2 | 4
Cc1ccc(NC(=O)COc2ccccc2C=O)cc1Cl | 0 | -3 | 1.3 | 10 | 54 | 2 | 0.3 | -1 | 4 | 0
COC(=O)CN(C#N)c1nc(NCc2ccccc2)nc(OC)n1 | 3 | -3 | 1.7 | -5 | -9 | -3 | 0.2 | -3 | -1 | 3
O=C(C1CCCN(Cc2ccccc2)C1)N1CCCCC1 (stereo not given) | -1 | 1 | 0.1 | 5 | . | . | 0.0 | -3 | 1 | -3
CC(C)c1ccc(NC(=S)Nc2ccc(OC(F)(F)F)cc2)cc1 | 8 | 11 | -1.6 | -7 | 6 | . | -1.2 | -7 | 1 | -5
COc1cccc(OC)c1NC(=O)NC(=O)c1c(OC)c(Br)cc([N+](=O)[O-])c1OC | -2 | . | 0.2 | 10 | . | . | -1.5 | -10 | -2 | 2
CC(OC(=O)CSc1ccccc1)C(=O)NC1CCCCC1C (stereo not given) | 4 | 6 | 0.7 | -1 | -1 | -2 | -3.0 | 1 | 3 | 5
CCN1C(=O)c2ccccc2S(=O)c2ccc(C(=O)NCc3ccc(OC)cc3)cc21 (stereo not given) | 0 | 1 | -1.4 | -3 | -11 | -4 | -4.0 | -4 | 2 | 3
CCOC(=O)Cc1csc(SCC(=O)Nc2ccc(C)cc2F)n1 | -2 | -1 | -0.4 | -5 | 5 | 0 | -1.6 | -5 | 2 | -4
CC1(C)Cc2c(c(-c3ccco3)nc3n[nH]c(N)c23)CO1 | 12 | 0 | 1.3 | -6 | 9 | -3 | . | -1 | 1 | 0
Cc1ccc(-c2nc(N)n(C(=O)Cc3ccccc3)n2)cc1 | 3 | 4 | -1.8 | -13 | -4 | -1 | -0.6 | -8 | 3 | -1
Oc1ccc2ccccc2c1Br | 4 | 5 | 0.0 | 10 | -4 | -1 | -0.4 | 7 | 0 | 2
CCOC(=O)c1c(NC(=O)c2ccccc2C(=O)O)sc2c1CCCC2 | 7 | 1 | -0.3 | 20 | 3 | -3 | -0.5 | 2 | 1 | 0
Cc1nnc(Cn2cnc3c2c(=O)n(C)c(=O)n3C)o1 | 11 | -2 | -3.7 | -3 | 3 | 6 | -0.1 | 0 | 2 | 1
COCCn1ccc(O)c(Cc2ccc(Cl)cc2)c1=O | 13 | 2 | -0.2 | 9 | 0 | -7 | -4.3 | 0 | 0 | -1
Cc1ccc2c(c1)c1c(c(=O)n(-c3ccccc3)c(=O)n1CC(=O)NCC1CCCO1)n2C (stereo not given) | 4 | -1 | 1.0 | -8 | -3 | 5 | -0.6 | 1 | 4 | 0
O=C(NCC1CCCO1)C1c2ccccc2Oc2ccccc21 (stereo not given) | 8 | 6 | 0.6 | 2 | -5 | -3 | -1.0 | -6 | 0 | -9
Cc1ccc(S(=O)(=O)/C(C#N)=C/c2c(N3CCN(Cc4ccccc4)CC3)nc3ccccn3c2=O)cc1 | -4 | 8 | 0.8 | -3 | -15 | . | -1.1 | 13 | 5 | -3
CC1=NN(c2ccc(C(=O)O)cc2)C(=O)/C1=C/c1ccc(-c2ccccc2F)o1 | 5 | -1 | 1.7 | -3 | 0 | -1 | -0.7 | -3 | -1 | .
CN1C(=O)OC2(C)CCc3ccccc3C12C (stereo not given) | -3 | -4 | -1.2 | -6 | . | 3 | -1.9 | -2 | 0 | .
O=C(COc1ccc(Br)cc1)N(Cc1ccco1)C1CCS(=O)(=O)C1 (stereo not given) | -2 | -3 | 1.1 | -6 | -8 | -7 | -1.1 | -2 | 2 | -2
CC(C)C(NC(=O)CSCc1ccc([N+](=O)[O-])cc1)C(C)C | 2 | 13 | 1.9 | 1 | -2 | -3 | 0.0 | -8 | -2 | .
CCn1cc(NC(=O)Nc2ccccc2C(=O)OC)c(C(N)=O)n1 | -10 | 3 | 0.6 | 2 | 5 | . | -1.5 | -1 | -5 | .
COC(=O)C(CC(C)C)NC(=O)c1ccc(F)cc1 (stereo not given) | 8 | -2 | 1.5 | -3 | -2 | 0 | -3.0 | 2 | -2 | -1
CCC1CCc2c(sc(NC(=O)c3cccnc3)c2C(N)=O)C1 (stereo not given) | -2 | 1 | 0.5 | -1 | 43 | -3 | -2.0 | 0 | 0 | -5
COc1ccc(OCc2nc3c4c(ncn3n2)-c2ccccc2CC42CCCC2)cc1 | -4 | -4 | -1.0 | 5 | -3 | 6 | -0.3 | -1 | 3 | .
Cc1cccc(NC(=O)C[n+]2cccc(C)c2)c1 | -6 | -4 | 2.2 | 2 | -3 | -1 | . | 1 | 0 | -1
O=C(c1ccccc1)N1CCCN(c2nccc(C(F)(F)F)n2)CC1 | -2 | -8 | 0.1 | 5 | 5 | 5 | 0.6 | -8 | -1 | -2
Cc1nc2ccccc2n1CC(O)COc1ccccc1Cl (stereo not given) | 18 | 0 | 1.3 | 1 | -7 | -14 | -3.8 | -4 | -1 | 37*
COc1ccc(Cl)cc1NC(=O)CN(C)C(=O)c1sccc1-c1ccccc1 | 7 | 5 | -3.8 | -5 | -19 | -3 | -1.7 | -13 | -4 | -4
CC1(C)SCC(C(=O)O)NC1=O (stereo not given) | -7 | 2 | 2.1 | -3 | -8 | -1 | -2.3 | 0 | -1 | -3
COc1cc(S(=O)(=O)Nc2ccccc2N2CCCCC2)ccc1NC(C)=O | -3 | -1 | 0.0 | -1 | -5 | -3 | -0.6 | -13 | -2 | -1
O=C(Nc1cc(S(=O)(=O)N2CCCCC2)ccc1Cl)c1ccncc1 | -2 | -4 | 0.1 | 4 | 4 | . | -1.9 | 3 | -2 | -2
CCN(C[C@H]1N[C@@](CC)(C(=O)OC)[C@H]2C(=O)N(C)C(=O)[C@@H]12)C(=O)C1CCCCC1 | -6 | 1 | 4.1 | -8 | 5 | -2 | -0.1 | -5 | -1 | -2
O=C(c1ccccc1)c1ccc(OCC(=O)N2CCOCC2)cc1 | -3 | 6 | -1.2 | -7 | 15 | . | -0.7 | -4 | 1 | 2
O=C(N/N=C/c1cccnc1)c1cccc(S(=O)(=O)N2CCCC2)c1 | -1 | 7 | -4.5 | 4 | -3 | . | 0.5 | -11 | 1 | -2
CCOc1ccsc1C(=O)OC | -8 | 2 | 0.7 | -5 | -5 | -5 | -0.4 | 1 | 2 | 0
COc1ccccc1C(=O)c1cc2ccc(O)cc2oc1=O | 4 | 4 | -4.2 | 4 | -9 | 2 | -3.4 | -1 | 2 | 0
O=C(O)C(c1ccccc1)C(O)c1ccc2c(c1)OCO2 (stereo not given) | -16 | 4 | 0.5 | 5 | 7 | -3 | -0.8 | 2 | 2 | -6
[N-]=[N+]=NCCN1CCN(CCc2ccccc2)CCC1=O | -3 | 11 | -0.4 | 0 | 11 | -4 | -1.4 | -1 | -1 | -2
O=C(CN1C(=O)NC2(CCc3ccccc32)C1=O)Nc1ccccc1C(F)(F)F (stereo not given) | -2 | -2 | 0.0 | 4 | 7 | -4 | -0.2 | -3 | -2 | 0
Cc1cccc(NC(=O)c2ccccc2OCC(=O)c2ccc(F)cc2)c1 | 2 | -6 | -2.1 | 2 | 0 | 0 | -0.3 | -6 | -3 | -1
O=C(Cc1ccccc1)NCC(=O)Nc1cccc(Br)c1 | -10 | -3 | 1.2 | 6 | 10 | -6 | -0.6 | 10 | -2 | -2
Cc1ccccc1-n1c(Cc2cccs2)n[nH]c1=S | 5 | -7 | 1.1 | -6 | 5 | -1 | -2.1 | -7 | 0 | -2

Among those listed so far, two contain a nitro group on carbon.
SMILES | Tat transport | cardiac RTF act | CDK5 inh | Rtt109 Vps75 | MITF TRPM1 HTS | CAL PDZ FP-1 | CAL PDZ FP-2 | dFosB act | V-ATPase pHluor | Wnt act
COc1cccc(OC)c1NC(=O)NC(=O)c1c(OC)c(Br)cc([N+](=O)[O-])c1OC | -2 | . | 0.2 | 10 | . | . | -1.5 | -10 | -2 | 2
CC(C)C(NC(=O)CSCc1ccc([N+](=O)[O-])cc1)C(C)C | 2 | 13 | 1.9 | 1 | -2 | -3 | 0.0 | -8 | -2 | .

Next section.
SMILES | Tat transport | cardiac RTF act | CDK5 inh | Rtt109 Vps75 | MITF TRPM1 HTS | CAL PDZ FP-1 | CAL PDZ FP-2 | dFosB act | V-ATPase pHluor | Wnt act
CC1=CN2C(=N)/C(=C\c3cn(CCCOc4ccccc4)c4ccccc34)C(=O)N=C2S1 | -4 | 0 | -1.0 | -6 | -16 | 0 | 0.7 | -12 | -2 | .
CCc1ccc(OCc2ccc(C(=O)NCc3ccccn3)o2)cc1 | 1 | -2 | 0.6 | 11 | 21 | -6 | -0.7 | -4 | 2 | .
CCc1cccc(C)c1NC(=S)NCC1CCN(c2ccc(OC)cc2)C1 (stereo not given) | 1 | 1 | -9.3 | -9 | 0 | -1 | -1.5 | -4 | 11 | 1
Oc1ccccc1C=NC(c1ccccc1)C(O)c1ccccc1 (stereo not given) | -5 | 0 | 1.7 | -8 | 7 | 3 | -0.9 | 5 | 6 | .
Cc1ccc(-n2ncc3c2CC(C)(C)CC3NC(=O)Cc2c(C)noc2C)cc1 (stereo not given) | 2 | -1 | 3.1 | 0 | -4 | -6 | -3.9 | -6 | -4 | 1
CC(C)C(NS(=O)(=O)/C=C/c1ccccc1)C(=O)NCc1ccc(F)cc1 (stereo not given) | 2 | -6 | -0.1 | 12 | -12 | -2 | -0.7 | -7 | -5 | 3
CC(=O)Nc1ccc2c(c1)nc1n2CCN(C(C)c2ccccc2)C1 (stereo not given) | -4 | -4 | 0.0 | 2 | 10 | 3 | -0.7 | -9 | 0 | 1
COC(=O)C(NC(=O)c1ccccc1)(Nc1nc(C)cs1)C(F)(F)F (stereo not given) | -4 | 0 | 0.0 | 3 | 6 | 0 | -0.2 | 0 | 1 | 2
Cc1ccc(-c2cn(-c3ccccc3)c3[n+]2CCCS3)cc1 | -2&-3 | -3&-2 | -0.6&1.9 | -2&2 | -43&-40 | -3&-3 | -0.1&-1.6 | 2&-1 | 0&0 | -1
CCCN(C(=O)c1cccc(S(=O)(=O)N2CCN(C)CC2)c1)c1c(N)n(Cc2ccccc2)c(=O)[nH]c1=O | 3 | 1 | 0.7 | 1 | -9 | 0 | -1.4 | -4 | -1 | -1
Cc1cccc(C(=O)N[C@H](C(=O)Nc2nccs2)C(C)C)c1 | -11 | -2 | -1.3 | -9 | 3 | -5 | -0.8 | -1 | 3 | 13
Cc1ccc(OCC(=O)N2CCN(C(=O)Cc3ccccc3)CC2)cc1 | 6 | 3 | -2.3 | -9 | 13 | 2 | 0.3 | 5 | 1 | .
O=C(CN1CCN(c2ccccc2O)CC1)NC(=O)NCc1ccccc1 | -8 | 0 | 1.2 | -4 | 1 | -6 | -0.1 | -5 | 1 | -2
CCN(CC(=O)Nc1ccc(OC)cc1)C(=O)c1ccc2c(c1)NC(=O)CS2 | 2 | -7 | 0.1 | -4 | 14 | -2 | -2.1 | -4 | 1 | 1
